Bioassay records (PubChem)
12-LOX inh: blocks human arachidonate 12S-lipoxygenase. purified 12hLO, xylenol orange hydroperoxide absorbance. Potency, µM (top dose mostly 108 µM), inactives show top-dose activity change, negative = inhibition, actives largely listed as inhibitors. hit rate 1.1% among 580,000; active = well fitted inhibition curve with a large enough effect; inconclusive = small, poorly fitted or top-dose-only effect, or another doubt; inactive = no such curve, though single readings can be large or run the other way
Target sequence (P18054 whole entry, looked up): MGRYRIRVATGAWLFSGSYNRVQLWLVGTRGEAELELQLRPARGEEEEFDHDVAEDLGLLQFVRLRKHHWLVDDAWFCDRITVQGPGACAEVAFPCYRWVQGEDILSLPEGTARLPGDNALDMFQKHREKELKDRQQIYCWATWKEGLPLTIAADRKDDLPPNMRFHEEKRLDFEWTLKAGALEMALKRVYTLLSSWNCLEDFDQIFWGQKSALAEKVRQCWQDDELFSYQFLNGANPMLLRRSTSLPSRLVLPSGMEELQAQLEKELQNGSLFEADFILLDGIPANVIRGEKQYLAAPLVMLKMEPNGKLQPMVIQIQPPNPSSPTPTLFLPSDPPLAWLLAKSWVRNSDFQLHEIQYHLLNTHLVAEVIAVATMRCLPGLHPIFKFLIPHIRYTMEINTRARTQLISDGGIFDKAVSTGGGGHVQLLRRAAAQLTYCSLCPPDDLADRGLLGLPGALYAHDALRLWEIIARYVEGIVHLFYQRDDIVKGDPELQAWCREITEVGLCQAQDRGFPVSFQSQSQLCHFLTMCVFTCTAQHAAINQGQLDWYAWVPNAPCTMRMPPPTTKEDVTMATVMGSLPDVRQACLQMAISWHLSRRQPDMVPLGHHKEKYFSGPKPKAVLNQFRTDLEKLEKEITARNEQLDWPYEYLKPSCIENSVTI
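Hydroperoxide product was detected by ferrous iron/xylenol orange as the 573 to 405 nm absorbance ratio. Arachidonic acid at 40 uM (final) was turned over for 30 min at room temperature by 150 nM human 12hLO, pH 7.0 Hepes buffer, after 15 min compound preincubation.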
* marks the source's active call; other numbers are inactive results; ? = inconclusive; [ ] = dose if it differs, or a comment. % is set by controls: 0 for no effect and ±100 for the full control effect; potency is the fitted concentration of half-maximal effect. These rows are one share of the data (hit frequency here may not be typical).

SMILES | 12-LOX inh
CC(C)N1CCCC2(CCN(C(=O)c3cccc4nccnc34)C2)C1=O (stereo unspecified) | 8%
C=CCNC(=O)C[C@@H]1CCN(C(=O)C(C)(C)C)C[C@@H]1CC | 33%[176 µM]
CCC(=O)C1=C(c2ccc(Cl)c(Cl)c2)N(C(=O)CC)n2cnnc2S1 | -8%
O=C(/C=C/c1cccnc1)c1cccc2ccccc12 | -14%
CC(Sc1nnc(-c2ccccc2F)n1C1CC1)c1ccccc1 (stereo unspecified) | -6%
CN(C)Cc1ccccc1-c1cc(NCc2cccs2)ncn1 | -6%
COc1cccc(C(CC(=O)NC2CCCCC2)c2c[nH]c3ccccc23)c1OC (stereo unspecified) | 0%
COCc1ccccc1C(=O)NCCC(C)C | 52%[activator]
CCCCn1cc(S(=O)(=O)c2ccc(OC)cc2)c(=O)c2cc(OC)ccc21 | 7%
Cc1cccc(C)c1NC(=O)CNC(=O)CSc1nc(Cc2ccccc2)c(C)[nH]1 | 10%
O=C(N[C@H](C1CCNCC1)C1CC(O)C1)c1cccc(=O)[nH]1 (stereo partly specified) | 0%
COc1ccc(NC(=O)N2CC(N(CC(C)C)C3CCOCC3)C2)cc1F | 37%

Reformatted field by field: entries from further up
COc1cccc(C(CC(=O)NC2CCCCC2)c2c[nH]c3ccccc23)c1OC (stereo unspecified)
  12-LOX inh: 0%
COCc1ccccc1C(=O)NCCC(C)C
  12-LOX inh: 52%[activator]
CCCCn1cc(S(=O)(=O)c2ccc(OC)cc2)c(=O)c2cc(OC)ccc21
  12-LOX inh: 7%
Cc1cccc(C)c1NC(=O)CNC(=O)CSc1nc(Cc2ccccc2)c(C)[nH]1
  12-LOX inh: 10%

Next part.
SMILES | 12-LOX inh
O=C(Cc1cccc(F)c1)NCCc1nc2c(s1)CCCC2 | ?
Cc1cnc(CC2CCN(C(=O)C3CC3)C2)n1C(C)C (stereo unspecified) | -3%
COc1ccc(Cl)cc1NC(=O)CCC1CCCN(C(=O)CCCn2cncn2)C1 (stereo unspecified) | ?
CNC(=O)NC(=O)C(C)OC(=O)c1cc(C(F)(F)F)cc(C(F)(F)F)c1 (stereo unspecified) | -9%
CC(C)(C)CC(=O)N1CCC(N2C(=O)CCC2C(=O)NCc2ccccc2)CC1 (stereo unspecified) | 6%
CCN1CC(Nc2ccc(-c3nc(CCCc4ccccc4)no3)cn2)CC1=O (stereo unspecified) | 32%[activator]
c1coc(-c2nnc([C@H]3CCN(Cc4c[nH]c5ccccc45)C3)o2)c1 | 10%[176 µM]
Cc1ccc(C(C(=O)Nc2ccc3c(c2)OCCO3)N(C)C(=O)Cc2cccs2)cc1 (stereo unspecified) | ?
Cc1cc(CN(C)Cc2ccc(F)cc2)no1 | 37%[activator][176 µM]
O=C(c1ccc(Cl)cc1)N1CCC2(CC1)N=C(c1ccccc1)NO2 | 5%
O=C(c1ccncc1)N1CCC2(CC1)CN(c1ccc(-c3ccccc3)cc1)C2 | 4%[57.4 µM]
COc1cc(NC(=O)C2=NO[C@@H]3CN(Cc4ccc(F)cc4)C[C@H]23)ccc1F | -1%[176 µM]
COc1ccc(Cn2c3c(c(=O)n2Cc2ccccc2)CCN(C(=O)c2cccc(O)c2)C3)cc1 | 11%
COc1cc2c(cc1OC)C(C[C@H]1CN(S(=O)(=O)c3ccccc3)CC[C@H]1CC(=O)O)=NCC2 | 2%
Cc1nn(Cc2nnc(Nc3ccn(Cc4ccccc4Cl)n3)s2)c(C)c1Br | 1%
O=C(NCC1(c2ccccc2)CC1)c1cccc(S(=O)(=O)N2CCCCC2)c1 | ?
COCCN1Cc2[nH]nc(-c3ccccc3OCc3ccccc3)c2CC1=O | -8%[176 µM]
Cn1cccc1CN1CCCC(c2nn(-c3ccccc3)c(=O)[nH]2)C1 (stereo unspecified) | 6%[176 µM]
COc1ccccc1CNS(=O)(=O)c1cc(-c2cc(C(F)(F)F)on2)ccc1C | -10%
CCCC(=O)N1C[C@@H](CO)[C@H](c2nc(-c3ccncc3)no2)C1 | 51%[activator]
CCNc1c(NC(=O)NCc2cccc(OC)c2)c(=O)oc2ccccc12 | ?
NS(=O)(=O)c1ccc(N/N=C2/CC3CC=CC23)c([N+](=O)[O-])c1 (stereo unspecified) | ?
COC(=O)c1cc(C(c2ccccc2O)C2CCCO2)n2cccc(C(C)(C)C)c12 (stereo unspecified) | -39%
O=C(Cc1cccc(C(F)(F)F)c1)NCC1(N2CCCCC2)CCCCC1 | ?

Four entries from above, sorted by SMILES length, highest first:
SMILES | 12-LOX inh
COc1ccccc1CNS(=O)(=O)c1cc(-c2cc(C(F)(F)F)on2)ccc1C | -10%
CCCC(=O)N1C[C@@H](CO)[C@H](c2nc(-c3ccncc3)no2)C1 | 51%[activator]
Cn1cccc1CN1CCCC(c2nn(-c3ccccc3)c(=O)[nH]2)C1 (stereo unspecified) | 6%[176 µM]
CCNc1c(NC(=O)NCc2cccc(OC)c2)c(=O)oc2ccccc12 | ?

Remaining list, next part.
SMILES | 12-LOX inh
Cc1[nH]c2ccccc2c1C(c1ccccc1O)c1c(C)[nH]c2ccccc12 | ?
Cc1nc2ncnn2c(N(C)C)c1Cc1ccccc1 | 12%
CN(C)c1ccc(/C=N/Nc2ccccc2Cl)cc1 | ?
Cc1cc(C)c(NC(=O)CSc2nnc(-c3ccc(F)cc3)n2N)c(C)c1 | 1%
CCOc1ccc2c(c1)cc(C(=O)Nc1ccccc1OC)n2C | 112%[activator]
COc1ccc(C(=O)C[C@@H]2OC[C@H](Cc3ccccc3)N2S(=O)(=O)c2ccc(C)cc2)cc1OC | -2%
O=C(N[C@@H]1CN(c2ncccn2)C[C@H]1CO)c1ccncc1 | 27%
C[C@@H](NC(=O)c1cnccn1)c1onc(-c2ccc(F)cc2)c1C(=O)O | -22%[176 µM]
Cc1cc(C(=O)Nc2ccc([C@H]3OCC(=O)N(Cc4nccn4C)[C@@H]3CO)cc2)n(C)n1 | 20%
O=C(Nc1cccc2c1CCCC2)c1cnc(Cl)c(Cl)c1 | -21%
Cc1ccncc1C(=O)N1CCCN(Cc2ccncc2)C(c2ccccc2)CC(=O)NCC1 (stereo unspecified) | 23%
COc1ccc(CC(=O)N2CCCN(c3nc4ncccc4o3)CC2)cc1 | 20%
Fc1ccccc1CNc1cc(Cl)nc2ccnn12 | 83%[activator][176 µM]
CC(C)c1noc(C2CCCN(S(C)(=O)=O)CCC(=O)NCC2)n1 (stereo unspecified) | 21%
CC(C)(C)N1CC(c2nc3ccccc3n2Cc2ccc3ccccc3c2)CC1=O (stereo unspecified) | -31%
COc1ncc(-c2cc3c(nc2OC)nc(CC2CC2)n3C)cn1 | 49%[activator][176 µM]
Cc1cc(C(=O)N2CCCN(S(=O)(=O)c3ccccc3)CCC(=O)NCC2)nn1C | 18%
NC(=O)c1ccccc1N=Cc1ccccc1O | 31%[activator]
COc1ccccc1CNC(=O)c1cc2c(N(C)Cc3ccccc3)nc(C)cn2n1 | 25%
O=C(Cc1ccccc1Cl)NC1CCN(c2cc(-c3ccc(F)cc3)[nH]n2)C1 (stereo unspecified) | 6%
O=C(Cn1cnc2ccccc2c1=O)N(Cc1cccs1)c1ccc2c(c1)OCCO2 | -53%
COC(=O)CNC(=O)c1cccc2c(=O)c(C)c(-c3ccccc3)oc12 | 19%
CCn1c(SCc2coc(-c3cccs3)n2)nnc1C1CC1 | ?
Cn1c(=O)c2c(nc(Cl)n2CC(=O)NCc2ccccc2)n(C)c1=O | 10%
CC1=NOC2(CCN(C(=O)c3ccc(C(F)(F)F)cc3)CC2)C1 | 55%[activator][176 µM]
CN(C(=O)CCn1nc(-c2ccc(Cl)cc2)c2ccccc2c1=O)c1ccccc1 | ?
Fc1ccccc1Nc1ncnc2c1oc1ccccc12 | 1%
Cc1ccc(NC(=O)C2CCCN(S(=O)(=O)c3ccc4[nH]c(=O)oc4c3)C2)cc1 (stereo unspecified) | -5%
CCO[C@H]1CN(Cc2ccccc2OCC(=O)N2CCC(C)CC2)C[C@@H]1O | 10%
CC(C)c1nccn1CCCNC(=O)c1ccc(-c2ccccc2F)nc1 | -2%
COc1cc(/C=C(/C#N)c2ccc(Cl)cc2)cc(Cl)c1OCc1ccccc1C#N | -65%
O=C(OCCN1CCN(C2CN(Cc3cn(Cc4cccc(F)c4)nn3)S(=O)(=O)C2)CC1)c1cc2ccccc2o1 (stereo unspecified) | -11%
O=C(O)C1CC2(CCN(C(=O)NCc3ccccc3F)CC2)CN1 (stereo unspecified) | 4%
CCN(CC)C(=S)Sc1ccc([N+](=O)[O-])cc1 | 5.6µM*
Cc1ccc(CS(=O)(=O)N2CCC(C(=O)N3CCN(c4cc(Cl)ccc4C)CC3)CC2)cc1 | -8%
O=C(NC1CCc2nn(CC3CC3)c(=O)n2CC1)c1ccc[nH]c1=O (stereo unspecified) | 23%
CCCn1c(C)cnc1CC1CCCN(C(=O)c2ccncc2)C1 (stereo unspecified) | 4%
O=C(CSc1nc2c(c(=O)n1CCc1ccccc1)SCC2)Nc1ccc(C(F)(F)F)cc1 | -1%
CC1(C(=O)NC2CCOCC2)CCc2cnc(Nc3ccccc3)nc21 (stereo unspecified) | -5%[176 µM]
COc1ccc(N2CC(c3noc(-c4ccc(N(C)C)cc4)n3)CC2=O)cc1 (stereo unspecified) | 28%
O=C1CC2(CCN([S+](=O)([O-])c3cccc(C(F)(F)F)c3)CC2)Oc2ccccc2N1 | 44%
COc1ccc2c(c1)nc1n2[C@@H](CNC(=O)c2ccncc2)COC1 | 7%[176 µM]
O=C(Cn1nc2c(cc1=O)CCCCC2)N1CCN(Cc2ccccc2Cl)CC1 | 49%[activator]
CCOc1ccccc1NC(=O)Cc1c[nH]c2ccccc12 | -24%
N#Cc1c(N)n[nH]c1CCCNC(=O)c1ccccc1Nc1cccc(C(F)(F)F)c1 | -33%
Cc1sc(NC(=O)Cn2cnc3c2c(=O)n(C)c(=O)n3C)nc1-c1ccc(OC(F)F)cc1 | -7%
O=C(C1=C(c2ccccc2)S(=O)(=O)CCO1)N(Cc1cccc(F)c1)c1ccccn1 | -9%
COC(=O)[C@H](Cc1ccc(OC)cc1)NC(=O)[C@H]1CN(C(=O)c2ccc(N(C)C)cc2)CCN1S(=O)(=O)c1ccccc1 | 6%
COc1cc(C(=O)OCc2cccc(C(F)(F)F)c2)ccc1OCc1ccc(Cl)cc1Cl | 0%
Cc1ccc(C(=O)COC(=O)CC23CC4CC(CC(O)(C4)C2)C3)s1 | ?
O=C(c1ncccc1F)N1C[C@@H](COCC2CC2)[C@H](c2ccccn2)C1 | 49%[activator]
OCC(CCc1c[nH]c2ccccc12)c1c[nH]c2ccccc12 (stereo unspecified) | ?
Cn1cc(CC(=O)N2CCCc3ncc(C(=O)NCc4ccc(F)cc4)cc32)c2ccccc21 | 14%
CC(NC(=O)CNC(=O)c1ccc(N2CCCC2=O)cc1)c1ccc(Cl)c(Cl)c1 (stereo unspecified) | ?
CSCC(=O)N1CCN(C)C2(CCC(=O)N(CC3CC3)CC2)C1 (stereo unspecified) | 49%[activator]
Cc1cc(=O)oc2cc(OCC(=O)NCCc3ccc(F)cc3)ccc12 | 11%
O=C(NC1CC1)C(Sc1cccc(C(F)(F)F)c1)c1ccccc1 (stereo unspecified) | -19%
O=C(Nc1c(Cl)cccc1Cl)C1CC1(c1ccccc1)c1ccccc1 (stereo unspecified) | -5%
CN(CC(=O)NC(=O)NCc1ccco1)Cc1ccc(Cl)cc1 | 12%
O=C(NCC1(c2ccccc2)CC1)c1nn(-c2ccccc2)c(=O)c2ccccc12 | -18%

Later entries.
SMILES | 12-LOX inh
COc1ccc(CNC2(Cc3cc(CC(C)C)on3)COC2)cc1 | 8%[176 µM]
Cc1ccc(-c2ccc3nnc(CNC(=O)c4ccc(C#N)cc4)n3n2)cc1C | 6%
O=C(NC1CCCC1)c1cn(C2CCN(Cc3cccc4cccnc34)CC2)nn1 | 6%
CS(=O)(=O)N1CC2(CCN(C3CCCCC3)C2)Cc2ccccc21 (stereo unspecified) | 3%[6.33 µM]
CN1C(=O)[C@H]2CC[C@@H]1CN(C(=O)CCSc1ccc3c(c1)OCCO3)C2 | -10%
COc1ccc(CC(=O)Nc2ccc3c(c2)CN(Cc2ccc(OC)cc2OC)C(=O)C(C)O3)cc1 (stereo unspecified) | 11%
COc1cccc(-c2noc(Nc3ccc(OC)c(OC)c3)n2)c1 | 3%
COCCC(=O)NCC(=O)N1CCCCCNC(=O)CC1c1ccccc1 (stereo unspecified) | 9%
CC(C)c1noc(-c2cn(C3CCN(C(=O)COc4ccccc4)CC3)nn2)n1 | 22%
Cc1ccc(C2Cn3nnc(C(=O)N4CCN(C(=O)c5cccc(C)c5)CC4)c3CO2)cc1 (stereo unspecified) | 34%[activator]
Cc1cccc(CC(=O)N2CCC(n3cc(-c4nc(-c5ccccc5)no4)nn3)CC2)c1 | 10%
Cc1ccccc1OCc1ccc(-c2nc(C#N)c(NC3CC3)o2)o1 | ?
COc1cc(/C=C2\Oc3cc(OS(C)(=O)=O)cc(C)c3C2=O)cc(OC)c1OC | -19%
COCc1ccc(C(=O)N2CCc3c(ncnc3N3CCOCC3)C2)o1 | -12%
O=c1[nH]c(N2CCOCC2)nc2c1CCN(Cc1ccc(Br)cc1)CC2 | -26%
Cc1cccc(C(=O)NCCn2c(C)cc3ccccc32)c1 | 41%[activator]
CCc1ccc(NC(=O)Cn2c(=O)c(-c3noc(C)n3)c3n(c2=O)CCCCC3)cc1 | 33%[activator]
CC(C)C1Cc2c(sc3nc(SCC(=O)c4ccccc4)nc(N)c23)CO1 (stereo unspecified) | -11%

Taken from the results shown for reference:
SMILES | 12-LOX inh
COCc1ccc(C(=O)N2CCc3c(ncnc3N3CCOCC3)C2)o1 | -12%
O=c1[nH]c(N2CCOCC2)nc2c1CCN(Cc1ccc(Br)cc1)CC2 | -26%
Cc1cccc(C(=O)NCCn2c(C)cc3ccccc32)c1 | 41%[activator]
